Pf growth 48h: inhibits P. falciparum growth in the first generation, 48 h | P. falciparum luciferase growth in erythrocytes, 48 h | Potency, µM (series often up to 28.7 µM), inactives show top-dose activity change, negative = inhibition, hits mostly inhibitors | hit rate 5.9% among 310,000; also: potency is read from the fitted curve at half-maximal effect; % is scaled to controls: 0 for no effect and ±100 for the full control effect
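A one-generation exposure of luciferase-tagged malaria parasites in RPMI 1640/Albumax erythrocyte culture, 37 C and 5% CO2. Inhibition is inferred from decreased luminescence after adding detection reagent.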
LmPK inhibitor: inhibitors of Leishmania mexicana pyruvate kinase | purified LmPK, Kinase-Glo ATP luminescence, 1 h | Q27686 | hit rate 0.37% among 290,000 | Potency, µM (doses to about 57.5 µM), without a hit: at the highest dose activity change, negative = inhibition, actives largely listed as inhibitors; also: potency is read from the fitted curve at half-maximal effect; % is scaled to controls: 0 for no effect and ±100 for the full control effect
Target sequence (Q27686 whole entry, looked up): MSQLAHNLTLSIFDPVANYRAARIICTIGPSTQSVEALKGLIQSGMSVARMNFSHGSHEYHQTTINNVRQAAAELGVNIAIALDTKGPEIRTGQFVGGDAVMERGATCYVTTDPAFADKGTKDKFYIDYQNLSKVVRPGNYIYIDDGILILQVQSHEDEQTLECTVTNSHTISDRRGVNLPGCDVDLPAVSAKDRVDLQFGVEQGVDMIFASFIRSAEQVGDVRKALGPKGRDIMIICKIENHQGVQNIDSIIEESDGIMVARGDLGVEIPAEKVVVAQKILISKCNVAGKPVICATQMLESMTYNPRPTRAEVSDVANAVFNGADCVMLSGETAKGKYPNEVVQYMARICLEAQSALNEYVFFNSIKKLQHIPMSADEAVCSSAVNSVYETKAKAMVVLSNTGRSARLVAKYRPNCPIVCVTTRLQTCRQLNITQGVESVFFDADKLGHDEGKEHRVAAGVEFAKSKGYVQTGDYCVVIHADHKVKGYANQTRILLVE
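Pyruvate kinase activity monitored as ATP production (luciferase luminescence). Conditions: 0.1 nM enzyme, 0.5 mM PEP, 0.1 mM ADP, 1 h, RT; normalized against uninhibited and no-enzyme wells.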
Shiga toxin inh: Shiga toxin inhibition; Vero cells, Shiga toxin protein synthesis inhibition reporter; inhibition, % at 38.7 µM; hit rate 9.2% among 290,000; in the data active = inhibition mostly above about 28%, no sharp cut-off; inactive = mostly below about 43%; also: 0% is about no effect
AmpC no deterg: inhibitors of E. coli AmpC beta-lactamase without detergent. P00811. AmpC nitrocefin hydrolysis, absorbance 480 nm, 0.0001% Triton. Potency, µM (titrated, usually from 57.1 µM), for inactives: at the top dose activity change, negative = inhibition, most hits filed as inhibitors. hit rate 0.52% among 330,000. AID 485341;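 also: potency is read from the fitted curve at half-maximal effect; plate controls were no compound for no effect and no enzyme for full effect; nearly all actives have a fitted effect of over 20% in size; some results filed as inactive show a strong effect at the top dose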
Target sequence (P00811 whole entry, looked up): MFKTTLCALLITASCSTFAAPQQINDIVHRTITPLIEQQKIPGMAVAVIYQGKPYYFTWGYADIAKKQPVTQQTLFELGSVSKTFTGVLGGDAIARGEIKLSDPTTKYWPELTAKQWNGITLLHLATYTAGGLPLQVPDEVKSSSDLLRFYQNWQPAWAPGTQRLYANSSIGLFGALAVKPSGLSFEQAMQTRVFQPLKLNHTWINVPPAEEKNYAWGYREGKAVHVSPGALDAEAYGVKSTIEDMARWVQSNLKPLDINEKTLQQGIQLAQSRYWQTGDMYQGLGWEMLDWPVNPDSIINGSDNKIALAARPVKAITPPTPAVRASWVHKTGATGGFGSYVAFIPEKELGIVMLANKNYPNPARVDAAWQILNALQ
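AmpC (5.3 nM in the dispensed reagent) in 20 mM phosphate pH 7.0 with 0.01% (detergent screen) or 0.0001% Triton X-100 was preincubated with compounds for 15 min at room temperature. Nitrocefin was then added from an 800 uM solution, and hydrolysis was followed at 480 nm.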
Pf growth 96h: P. falciparum growth inhibition at 96 hours | P. falciparum luciferase reporter growth, 96 h | Potency, µM (titrated, usually from 28.7 µM), for the others: at the highest dose activity change, negative = inhibition, most hits filed as inhibitors | hit rate 6.9% among 320,000 | AID 504834; also: potency is read from the fitted curve at half-maximal effect; % is scaled to controls: 0 for no effect and ±100 for the full control effect
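Erythrocytes infected with luciferase-expressing P. falciparum were dispensed at 2% hematocrit and 0.05% parasitemia (final), then incubated with compounds 96 hours at 37 C in 5% CO2. Luminescence after detection reagent addition reported growth.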
CHX counter: counter-screen for Shiga toxin inhibitors: cycloheximide protein synthesis inhibition. cell reporter, cycloheximide protein synthesis inhibition counterscreen. max response, %. hit rate 12% among 300,000. AID 2314; in the data active = max response mostly above about 13%, no sharp cut-off; inactive = mostly below about 14%; also: read at 38.3 µM for the half of the compounds with a filed dose; 0% is about no effect
Tb PYK inh: inhibitors of Trypanosoma brucei pyruvate kinase; Potency, µM (highest dose often 76.8 µM), without a hit: at the highest dose activity, negative = inhibition, usual class: inhibitors; hit rate 0.12% among 410,000; Q57TT1; AID 624173; TbPYK enzyme, Kinase-Glo Plus ATP luminescence, 45 min; also: potency is read from the fitted curve at half-maximal effect; % is scaled to controls: 0 for no effect and ±100 for the full control effect; nearly all actives have a fitted effect of over 50% in size
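Activity of T. brucei pyruvate kinase was followed by Kinase-Glo Plus luminescence after the enzyme reacted 45 min at room temperature with 130 uM ADP (final) and substrate. Test compounds were added before ADP at multiple concentrations.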
Numbers without * were called inactive; ? = inconclusive; nt = not tested or not shown; [ ] = remark or other dose. Unless noted, calls follow the shape of the dose curve; as a rule, active = well fitted curve in the direction sought with a large enough effect; inconclusive = small, poorly fitted or top-dose-only effect, or another doubt; inactive = no such curve, though single readings can be large; an effect the other way counts as inactive or inconclusive.

Values run as follows: Pf growth 48h	LmPK inhibitor	Shiga toxin inh	AmpC no deterg	Pf growth 96h	CHX counter	Tb PYK inh
1: CCCNC(=O)c1c(N)n(Cc2ccc3c(c2)OCO3)c2nc3ccccc3nc12
 : ?	1%	-1	-12%	-2%[5.75 µM]	-1	4%
2: CCn1cc(C(=O)NC2CCCCCC2)c2cc(OC)c(OC)cc2c1=O
 : -20%	1%	-8	-1%	0%	-1	3%
3: CSc1nsc(SCC(=O)Nc2ccc(C(=O)O)cc2)n1
 : -6%	-6%	-6	-17%	?	-2	4%
4: CS(=O)(=O)c1ccc(C(=O)OCc2nnc(-c3ccc(Cl)cc3)o2)cc1[N+](=O)[O-]
 : 21%	7%	34	-9%	-2%	19	1%
5: COc1ccc(S(=O)(=O)N2CCOCC2)cc1NC(=O)Cn1nnc2ccccc2c1=O
 : -16%	12%	-10	-2%	-2%	-1	-10%
6: O=C(CSc1nnc2ccccn12)NC(=O)NC1CCCC1
 : -2%	-3%	-5	-4%	?	9	-9%
7: O=C(Cn1ccc(NC(=O)OCc2ccccc2)nc1=O)NCc1ccc2[nH]ccc2c1
 : 1%	nt	nt	-3%	0%	nt	0%
8: Cc1cccc(-c2noc(CNC(=O)COc3ccccc3C)n2)c1
 : 8%	0%	-11	8%	1%	1	-1%
9: Cc1cc2c(cc1S(=O)(=O)NCC(C)c1ccccc1)n(C)c(=O)c(=O)n2C (centres undefined)
 : -12%	-3%	-5	-7%	?	1	4%
10: COc1ccccc1-c1ccc(SCc2ccc(F)cc2)nn1
 : 39%[activator]	-5%	65*	-24%	84%[activator]	39*	3%
11: CC12C(=O)N(c3ccc(OC(=O)c4ccco4)cc3)C(=O)C1C1c3ccccc3C2c2ccccc21 (centres undefined)
 : -22%	1%	-17	-12%	6%	2	16%
12: CCCC1S/C(=N/N=C/c2ccc(C)cc2)N(Cc2ccc(OC)cc2)C1=O (centres undefined)
 : 4.1µM*	3%	6	-18%	10µM*	7	1%
13: C/C(=N\O)c1ccc2c(c1)CC(C)O2 (centres undefined)
 : 45%[activator]	-6%	19	-9%	101%[activator]	13*	0%
14: CCC(C)NC(=O)C1CCN(S(=O)(=O)N2CCOCC2)CC1 (centres undefined)
 : 16%	-1%	-7	-4%	1%	13	11%
15: Cc1ccc(NC(=O)NC(=O)CN2CCC(C(N)=O)CC2)c(C)c1
 : 122%[activator]	nt	nt	-18%	282%[activator]	nt	1%
16: CN(C(=O)c1cccc(N2C(=O)C3C4C=CC(C4)C3C2=O)c1)C1CCCCC1 (centres undefined)
 : -9%	-8%	-3	24%	21%	-1	8%
17: COCC(=O)NC1(c2nnnn2CCOC(=O)Nc2ccc(Cl)cc2)CCCCC1
 : 3%	5%	38	44%	-17%	17	-1%
18: CCOC(=O)C1CCN(C(=S)NC2CCCC2)CC1
 : 3%	-1%	-8	-15%	-8%	2	0%
19: Cc1oc(-c2ccccc2F)nc1CS(=O)CC(=O)NC1CCCC1 (centres undefined)
 : 10%	-2%	20	0%	27%	1	-11%
20: Cc1cc(C)cc(NC(=O)CCCCCN2C(=O)[C@@H]3Cc4ccccc4CN3C2=O)c1
 : 1%	1%	-4	81%[activator]	?	-1	-3%
21: COc1ccc(CNC(=S)NC2CCCCC2)cc1
 : 18%	-2%	7	-27%	?	14	-6%
22: NC(=O)c1cnn2c(-c3ccc(Cl)cc3Cl)ccnc12
 : 3%	0%	-4	-10%	2%	-4	1%
23: O=C(CCn1nc(-c2ccccc2)ccc1=O)N1CCN(c2ccccn2)CC1
 : -8%	0%	11	43%	163%[activator]	0	-7%
24: Cc1nonc1OCCNc1ccc([N+](=O)[O-])c2cccnc12
 : -3%	-1%	-16	-45%	?	-5	-1%
25: CC(=O)Nc1ccc(NC(=O)CN2C(=O)COc3ccc(S(=O)(=O)N4CCCCC4)cc32)cc1
 : ?	-10%	-6	-21%	2%	-11	2%
26: O=C(O)c1cccc(N2C(=O)Nc3ccccc3N2O)c1
 : -3%	0%	12	-5%	?	25*	-7%
27: Cc1cc(-c2nnco2)c(C)n1-c1ccc(F)cc1
 : 64%[activator]	-2%	-4	-17%	-3%	12	1%
28: CC(C)CNS(=O)(=O)c1cc(C(=O)N2CCOCC2)c(Cl)cc1Cl
 : nt	4%	-26	-9%	-2%	3	-2%
29: O=[N+]([O-])c1cccc(/C(=N/N=C/c2ccccc2Br)C23CN4CN(CN(C4)C2)C3)c1
 : ?	1%	-12	145%[activator]	?	-1	4%
30: COc1ccc(NC(=O)c2ccc3c(c2)OCO3)cc1
 : 203%[activator]	-26%	44	-18%	?	33*	0%

By substructure, those above with a nitro group on carbon (three)
Values run as follows: Pf growth 48h	LmPK inhibitor	Shiga toxin inh	AmpC no deterg	Pf growth 96h	CHX counter	Tb PYK inh
4: CS(=O)(=O)c1ccc(C(=O)OCc2nnc(-c3ccc(Cl)cc3)o2)cc1[N+](=O)[O-]
 : 21%	7%	34	-9%	-2%	19	1%
24: Cc1nonc1OCCNc1ccc([N+](=O)[O-])c2cccnc12
 : -3%	-1%	-16	-45%	?	-5	-1%
29: O=[N+]([O-])c1cccc(/C(=N/N=C/c2ccccc2Br)C23CN4CN(CN(C4)C2)C3)c1
 : ?	1%	-12	145%[activator]	?	-1	4%

The list goes on.
Values run as follows: Pf growth 48h	LmPK inhibitor	Shiga toxin inh	AmpC no deterg	Pf growth 96h	CHX counter	Tb PYK inh
31: CCOc1cc(/C=N/NC(=O)CSc2nncn2C)ccc1OCC(N)=O
 : 10%	-3%	72	0%	12%	29	1%
32: O=C(NCCCN1CCCC1=O)c1ccc(Cl)c(Cl)c1
 : -14%	-1%	1	-12%	4%	12	0%
33: CC(=O)Nc1ccc(NC(=O)CN2CCN(c3cccc(C(F)(F)F)c3)CC2)cc1
 : -11%	-1%	-9	87%[activator]	nt	-7	-22%
34: CCC(C)[C@H](NC(=O)N1CC(=O)Nc2ccccc21)C(=O)NC(C)CCc1ccccc1 (some centres undefined)
 : ?	7%	5	30%	?	4	2%
35: COc1ccc2c(Cl)c(C(=O)N/N=C/c3ccncc3)sc2c1
 : -11%	4%	24	-41%	22%	17	1%
36: C=CCN(CC=C)C(=S)Nc1ccc2nsnc2c1
 : 8.3µM*	-6%	60*	-20%	?	26*	0%
37: Cc1ccc2oc(=O)c(-c3ccc(O)cc3)c(C)c2c1
 : 12%	nt	nt	-28%	-7%	nt	-1%
38: O=C1N(Cc2cccnc2)C[C@@H]2C[C@@H](c3cccc(OC4CCCC4)c3)N3CCC[C@@]123
 : 8.3µM*	-1%	-17	149%[activator]	42%[activator]	1	-3%
39: CCC1CCCCN1C(=O)c1c(-c2ccccc2)noc1C (centres undefined)
 : -9%	6%	7	12%	?	-1	0%
40: Cc1ccc(C(=O)O)cc1-c1ccc(/C=C2\SC(=O)N(CC(=O)Nc3ccc4c(c3)OCO4)C2=O)o1
 : 6%	-6%	-5	-35%	4%	-2	-10%
41: CC(C)(C)n1nnnc1C(c1cccnc1)N1CCN(C2CCCCC2)CC1 (centres undefined)
 : 12%	0%	-16	-22%	-2%	-2	3%
42: CN(C(=O)c1ccccn1)c1nnc(-c2cccnc2)s1
 : 15%	1%	32	-13%	-1%	54*	4%
43: Cc1ccc2nc(NC(=S)NC(=O)c3cccs3)sc2c1
 : 97%[activator]	4%	102*	-19%	-55%	47*	0%
44: Cc1ccc2nc(SCC(=O)Nc3ccc4c(c3)OCO4)nc(=O)n2c1
 : 22%	nt	nt	6%	19%	nt	1%
45: Cc1cc(C(=O)NNS(=O)(=O)c2cccc(Cl)c2)nn1C(C)(C)C
 : 19%	0%	19	-12%	23%	-2	1%
46: Oc1ccccc1N1CCN(c2ncnc3scc(-c4ccccc4)c23)CC1
 : 5.9µM*	1%	-5	-11%	5.2µM*	-3	-2%
47: COc1ccc(C(=O)Nc2cc(C)nn2-c2cccc(F)c2)cc1OC
 : 18%	1%	-9	-4%	?	-4	2%
48: Cc1ccc(NC(=O)CNC(=O)c2cccs2)cc1S(=O)(=O)Nc1ccc(Cl)cc1
 : 3%	1%	4	-52%	16%	5	2%
49: O=C(NCCc1ccccc1)C(=O)NCCC1CCCCN1S(=O)(=O)c1ccccc1 (centres undefined)
 : -14%	nt	nt	-7%	?	nt	2%
50: COCCn1c(C)cc(/C=N/NC(=O)c2cccnc2)c1C
 : 49%[activator]	-7%	69*	-3%[2.29 µM]	69%[activator]	22*	-1%
51: CCCCN1C(=O)C2C(c3ccc(OC)cc3O)NC(CC(C)C)(C(=O)O)C2C1=O (centres undefined)
 : nt	14%	-17	-20%	-10%	-5	-3%
52: CCCc1cc(=O)[nH]c(SCC(=O)c2c(N)n(C3CC3)c(=O)[nH]c2=O)n1
 : -13%	nt	nt	-12%	-18%	nt	2%
53: COc1ccc(-c2noc(CN3CCN(C(=O)c4cccs4)CC3)n2)c(OC)c1OC
 : -2%	-5%	-16	79%[activator]	?	7	-9%
54: Cc1ccc(-c2c(C)sc(=NC(=O)c3ccco3)n2C)cc1
 : 60%[activator]	0%	97*	-10%	132%[activator]	67*	1%
55: O=C(c1cc(COc2ccc(F)c(F)c2)on1)N1CCSCC1
 : 25%	-4%	62*	9%	8%	47*	-4%
56: CCOC(=O)C1=C(C)Nc2ccccc2N=C1NC(=O)C(c1ccccc1)c1ccccc1
 : ?	2%	15	28µM*	?	-3	-7%

Complete entries, looked up by structure.
Shown for COc1ccc(S(=O)(=O)N2CCOCC2)cc1NC(=O)Cn1nnc2ccccc2c1=O : Pf growth 48h = -16%; LmPK inhibitor = 12%; Shiga toxin inh = -10; AmpC no deterg = -2%; Pf growth 96h = -2%; CHX counter = -1; Tb PYK inh = -10%
Shown for COc1ccccc1-c1ccc(SCc2ccc(F)cc2)nn1 : Pf growth 48h = 39%[activator]; LmPK inhibitor = -5%; Shiga toxin inh = 65*; AmpC no deterg = -24%; Pf growth 96h = 84%[activator]; CHX counter = 39*; Tb PYK inh = 3%

Some of the entries above in another layout:
35. COc1ccc2c(Cl)c(C(=O)N/N=C/c3ccncc3)sc2c1
36. C=CCN(CC=C)C(=S)Nc1ccc2nsnc2c1
56. CCOC(=O)C1=C(C)Nc2ccccc2N=C1NC(=O)C(c1ccccc1)c1ccccc1
46. Oc1ccccc1N1CCN(c2ncnc3scc(-c4ccccc4)c23)CC1
39. CCC1CCCCN1C(=O)c1c(-c2ccccc2)noc1C (centres undefined)
38. O=C1N(Cc2cccnc2)C[C@@H]2C[C@@H](c3cccc(OC4CCCC4)c3)N3CCC[C@@]123
50. COCCn1c(C)cc(/C=N/NC(=O)c2cccnc2)c1C

assay / entry	35	36	56	46	39	38	50
Pf growth 48h	-11%	8.3µM*	?	5.9µM*	-9%	8.3µM*	49%[activator]
LmPK inhibitor	4%	-6%	2%	1%	6%	-1%	-7%
Shiga toxin inh	24	60*	15	-5	7	-17	69*
AmpC no deterg	-41%	-20%	28µM*	-11%	12%	149%[activator]	-3%[2.29 µM]
Pf growth 96h	22%	?	?	5.2µM*	?	42%[activator]	69%[activator]
CHX counter	17	26*	-3	-3	-1	1	22*
Tb PYK inh	1%	0%	-7%	-2%	0%	-3%	-1%

Source: PubChem BioAssay
